SRC1 inh – human NCOA1 inhibition; Q15788; HEK293 GAL4-SRC1 luciferase reporter, luminescence; inhibition, % at 3.6 µM; 360,000 tested, 0.12% active; AID 588354;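 active = inhibition above the campaign mean plus 3 SD, with each screening campaign given its own cutoff, cut at about 60% in these data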;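 also: 0% = DMSO treated cells and 100% = gossypol at 36 µM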
Target sequence (Q15788 whole entry, looked up, the tested form may be a part): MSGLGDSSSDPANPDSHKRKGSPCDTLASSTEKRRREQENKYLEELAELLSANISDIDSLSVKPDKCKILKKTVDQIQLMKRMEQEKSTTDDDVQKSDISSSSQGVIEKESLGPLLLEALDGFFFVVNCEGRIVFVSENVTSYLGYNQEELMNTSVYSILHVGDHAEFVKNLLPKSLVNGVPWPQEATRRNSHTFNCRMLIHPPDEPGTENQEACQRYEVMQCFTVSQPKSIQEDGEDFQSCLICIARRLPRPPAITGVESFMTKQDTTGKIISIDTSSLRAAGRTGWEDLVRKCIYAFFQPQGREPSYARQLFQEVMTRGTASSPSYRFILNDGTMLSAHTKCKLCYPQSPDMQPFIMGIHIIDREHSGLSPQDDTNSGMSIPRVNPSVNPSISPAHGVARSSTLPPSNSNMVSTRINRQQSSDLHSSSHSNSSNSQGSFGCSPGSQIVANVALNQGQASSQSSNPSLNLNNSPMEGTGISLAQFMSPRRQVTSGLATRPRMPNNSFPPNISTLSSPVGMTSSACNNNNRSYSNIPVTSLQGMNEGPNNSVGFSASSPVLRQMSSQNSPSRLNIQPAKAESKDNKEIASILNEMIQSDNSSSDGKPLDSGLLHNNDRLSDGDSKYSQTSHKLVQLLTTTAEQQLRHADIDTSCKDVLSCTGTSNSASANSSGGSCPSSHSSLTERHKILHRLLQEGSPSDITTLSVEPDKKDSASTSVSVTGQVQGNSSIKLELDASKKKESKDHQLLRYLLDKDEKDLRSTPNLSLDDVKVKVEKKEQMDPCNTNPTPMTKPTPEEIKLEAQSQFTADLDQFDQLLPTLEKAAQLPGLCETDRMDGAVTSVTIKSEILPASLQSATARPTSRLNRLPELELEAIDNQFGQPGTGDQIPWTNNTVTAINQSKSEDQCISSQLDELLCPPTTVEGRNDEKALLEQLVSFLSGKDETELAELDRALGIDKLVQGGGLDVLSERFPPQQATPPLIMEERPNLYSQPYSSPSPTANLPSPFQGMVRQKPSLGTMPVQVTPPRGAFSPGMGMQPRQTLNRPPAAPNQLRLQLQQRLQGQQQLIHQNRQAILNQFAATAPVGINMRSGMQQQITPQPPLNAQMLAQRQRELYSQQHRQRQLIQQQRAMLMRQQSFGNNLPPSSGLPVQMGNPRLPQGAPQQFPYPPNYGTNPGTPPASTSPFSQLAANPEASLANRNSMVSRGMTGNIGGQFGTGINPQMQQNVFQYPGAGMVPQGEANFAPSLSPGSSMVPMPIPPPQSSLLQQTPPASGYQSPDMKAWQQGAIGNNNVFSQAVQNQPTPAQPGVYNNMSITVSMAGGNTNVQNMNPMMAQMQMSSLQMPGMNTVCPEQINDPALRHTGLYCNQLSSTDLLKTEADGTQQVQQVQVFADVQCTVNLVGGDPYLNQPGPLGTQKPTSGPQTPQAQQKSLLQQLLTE
Exocytosis inh – blocks lytic granule exocytosis | TALL-104 LAMP-1 surface exposure, flow cytometry; cells stimulated with thapsigargin and PMA | inhibition, % at 10 µM | 360,000 tested, 0.66% active | AID 651702;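 active = inhibition above about 55%, limit read from the data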
ABHD5-PLIN5 inh – inhibitors of human ABHD5-perilipin-5 interaction. Q00G26+Q8WTS1. 360,000 tested, 0.78% active. Split G. princeps luciferase complementation, luminescence, 4 h. inhibition, % at 4 µM;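 active = inhibition above the mean inhibition across every tested compound plus 3 SD, cut at about 22% in these data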;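 also: 0% = DMSO only wells and the 100% control is not disclosed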
SRC2 inh – inhibits human steroid receptor coactivator 2 | Q15596 | HEK293 GAL4-SRC2 luciferase reporter, luminescence | inhibition, % at 9 µM | 370,000 tested, 0.17% active;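 active = inhibition above the mean inhibition of all tested compounds plus 3 SD, set per campaign, cut at about 52% in these data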;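 also: 0% = DMSO treated cells and 100% = cells given Gossypol at 36 µM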
TWEAK Fn14 block – TWEAK-Fn14 signaling inhibition. TWEAK-stimulated Fn14 reporter cells, luciferase luminescence, 8 h. inhibition, % at 10 µM. 360,000 tested, 2% active; in the data active = inhibition above about 50%
NCOA3 inh – inhibits human SRC3 coactivator; Q9Y6Q9; HEK293 GAL4-SRC3 luciferase reporter, luminescence; inhibition, % at 3.6 µM; 360,000 tested, 0.17% active;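 active = inhibition above a per-campaign cutoff, the mean of all compounds plus 3 SD, cut at about 60% in these data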;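 also: 0% = DMSO-treated cells and 100% = gossypol-treated cells at 36 µM; higher means less SRC3-driven luciferase light from the GAL4 reporter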
TROY NFkB inh – inhibitors of TROY-dependent NF-kB signaling. Q293 LMP1-TROYcd NF-kB luciferase reporter, 4 h. inhibition, % at 10 µM. 360,000 tested, 0.98% active;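 active = compounds whose plate-normalised and pattern-corrected inhibition of the luciferase reporter signal at the single screening dose is 50% or more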
COUP-TFII inh – inhibitors of human COUP-TFII (NR2F2). P24468. HEK293T NGFI-A luciferase reporter, luminescence. inhibition, % at 8.6 µM. 370,000 tested, 0.7% active. AID 686940;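 active = inhibition above a per-plate cutoff, mean inhibition of test wells between control levels plus 3 SD, cut at about 38% in these data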;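 also: cells cotransfected with COUP-TFII expression vector driving the NGFI-A reporter; 0% = median of COUP-TF2 test wells and 100% = reporter-only cells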
TLR9-MyD88 inh – blocks human TLR9 binding to MyD88. Q9NR96+Q99836. CHO BLA complementation TLR9-MyD88, CCF4 FRET ratio. inhibition, % at 4.98 µM. 340,000 tested, 0.21% active. AID 504734;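 active = inhibition above the mean over all tested compounds plus 3 SD, cut at about 21% in these data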;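 also: 0% = DMSO only wells and 100% = clavulanate BLA inhibitor control wells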
LRH-1 inv ag – suppresses constitutive activity of human LRH-1 | O00482 | HEK293T StAR-luciferase reporter, LRH-1 transfected, 24 h | inhibition, % at 3.6 µM | 360,000 tested, 0.13% active;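 active = inhibition above the mean inhibition of all tested compounds plus 3 SD, cut at about 73% in these data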;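 also: 0% = DMSO wells and 100% = reporter-only cells lacking LRH-1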
NOD2 RIPK2 PPI – NOD2-RIPK2 protein interaction inhibition; O43353; CHO BLA complementation NOD2-RIPK2, CCF4 ratio; inhibition, % at 4.98 µM; 360,000 tested, 0.38% active; AID 624267; in the data active = inhibition above about 21%;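 also: 0% = vehicle only and 100% = reference blocker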
Starred values were filed as active, the others as inactive; / = not tested or not shown.

The line under a structure holds: SRC1 inh, Exocytosis inh, ABHD5-PLIN5 inh, SRC2 inh, TWEAK Fn14 block, NCOA3 inh, TROY NFkB inh, COUP-TFII inh, TLR9-MyD88 inh, LRH-1 inv ag, NOD2 RIPK2 PPI
Cc1c(NC(=O)CCSCCc2ccccn2)cccc1[N+](=O)[O-]
    1, -3, -1, -4, -6, 6, -11, 7, 2, -4, -8
NNC(=S)Nc1ccc(OC(F)(F)F)cc1
    -1, -3, -6, -27, -13, 10, -6, 16, 2, 4, -9
Cc1ccc(-n2c(SCC(N)=O)nnc2-c2ccccn2)cc1
    6, -1, 6, -29, 0, -13, -3, 0, -6, 1, 1
Cn1c(-c2ccc(F)cc2)cnc1SCC(=O)N1CCCc2ccccc21
    -16, -5, 1, 9, -14, -3, 7, 3, -13, -9, 1
COc1ccc(OC(F)(F)F)cc1CC1(C)C(=O)Nc2ccc(-c3ccsc3)cc21 (stereo not given)
    18, 35, -9, 12, 24, 13, 4, 1, /, -24, 6
Nc1c(C2CCCCC2)c(=O)on1C(=O)c1ccccc1
    0, -2, -19, -27, -11, 5, -14, -14, -12, 1, 0
COCCNC(=S)N/N=C/c1ccc([N+](=O)[O-])cc1
    -46, -2, 3, 3, -9, 10, -12, 0, 2, 34, -12
c1ccc(Cn2c[n+](Cc3ccccc3)cn2)cc1
    9, 5, -9, 4, -9, 9, 2, 10, -5, -6, -5
O=C1NN=C(CSc2n[nH]c(=S)s2)CS1
    2, 1, -7, -30, -6, 4, -10, 3, 1, -5, -12
COc1ccc(/C=C2\CCCC3C2=NN(C(=O)CSc2n[nH]c(N)n2)C3c2ccc(OC)cc2)cc1 (stereo not given)
    4, 10, 2, 22, 42, -15, 43, 9, 10, 7, -1
CSCCC(NC(=O)COc1ccccc1)C(=O)N1CCCCCC1 (stereo not given)
    -5, 1, -10, 16, 22, -3, -21, -30, -3, 10, -3
COc1cc(C(=O)NC(CCSC)C(=O)OCC(=O)NC(=O)C2CCCCC2)cc(OC)c1OC (stereo not given)
    -6, 0, 1, -25, -1, -21, 1, 15, -11, 8, -16
CCOC(=O)N1CCN(C(=O)c2ccc(Cl)c(S(=O)(=O)Nc3ccccc3)c2)CC1
    -18, 2, -2, 15, 0, -30, 15, 15, 0, 0, -2
Cc1ccc(CN2CCN(CC(=O)N=Nc3c(O)[nH]c4ccccc34)CC2)cc1
    -4, 1, 0, 11, -14, -8, 7, 11, -5, -8, 2
Cn1ccnc1C(=O)c1ccc(S(=O)(=O)N2CCCC2)cc1
    -17, -2, 1, -5, -4, -6, -21, -7, 0, -26, -6
CN(c1ccc(C(=O)NC2CC2)cc1)S(=O)(=O)c1ccccc1
    -14, 2, -2, 0, -8, 27, -15, -27, 12, 9, 3
O=C(Cn1[nH]c(=O)c2ccccc2c1=O)N1CCN(S(=O)(=O)c2ccc(Cl)cc2)CC1
    6, -9, 2, 7, -10, 11, 14, -2, -18, -16, -2
CC(C)(C)c1ccccc1OCC(=O)NCc1ccccc1
    -9, 2, -2, 9, -3, 2, -22, 18, 3, -6, 1
COc1cc(/C=N/NC(=O)c2cc(-c3cccc(Br)c3)nc3ccccc23)cc(OC)c1O
    -4, 3, 1, -5, 20, 15, 31, -10, 3, 20, -12
COc1cc(-c2n[nH]c(=S)n2-c2cccc(C(F)(F)F)c2)cc(OC)c1OC
    -7, 7, -7, 15, -8, 1, -10, 5, 6, 13, -4
COc1cc(OC)cc(C(=O)NCC(=O)OCC(=O)N2CC(C)CC(C)C2)c1 (stereo not given)
    -1, -2, -3, -8, -6, 9, -1, -16, -6, -2, -15
COc1cc(/C=C(\C#N)C(=O)Nc2cccc3ncccc23)cc(OC)c1OC
    -14, 4, 1, -4, -78, 3, 12, -12, -7, -9, -3
COc1ccc(/C=C(/C#N)C(=O)Nc2ccc(O)cc2)cc1C(=O)O
    -10, 11, 2, -11, 7, 14, -9, -8, -4, -1, -4
CC(C)c1onc(C(=O)N2CCN(c3ccc(F)cc3)CC2)c1[N+](=O)[O-]
    9, -1, 1, /, -16, 25, -10, /, 0, 24, 6
CC(=O)Nc1cc2oc3ccccc3c2cc1[N+](=O)[O-]
    -25, 2, 7, -39, -27, -83, -34, -9, /, -15, 4
COc1cc(/C=N/NC(=O)CCC(=O)NC2CCCCC2)ccc1C
    -14, 1, 2, -3, 2, 20, 7, 9, 10, 19, -8
CCOC(=O)C1=C(Nc2ccc(Cl)cc2)OCC1=O
    4, -6, -2, 4, -16, 18, -22, -16, -1, 4, -2
Cc1cc(OCCCCN2C(=O)NC(C)(C)C2=O)ccc1[N+](=O)[O-]
    -34, 1, 0, -3, -24, 4, -17, -22, -9, 15, -3
CC(=O)c1cnc2c(-c3cccc(Br)c3)cnn2c1C
    -48, -3, -3, -67, -15, -29, -20, -21, 5, -50, -7
C#CCOCCOCCOCCNc1nc(N2CCN(C(=O)[C@H]([C@@H](C)CC)n3cc([C@@H](N)CC(C)C)nn3)CC2)nc(N2CCN(C(=O)[C@H](CCCCN)n3cc([C@@H](N)C(C)CC)nn3)CC2)n1 (stereo not given in full)
    7, -3, 6, /, -11, -9, 6, /, 5, 3, -13
O=C(Nc1cccc(-c2ccc(N3CCOCC3)nn2)c1)c1ccc([N+](=O)[O-])cc1
    -102, 12, 5, -26, -44, -85, -16, -13, 2, -107, 7
CS(=O)(=O)N(CC(=O)N1CCCC1)c1ccc(F)cc1
    -20, -6, -4, -5, -3, -7, -3, 0, 2, 7, 8
CC1CN(S(=O)(=O)c2ccccc2)C(C)CN1S(=O)(=O)c1ccccc1 (stereo not given)
    -8, 0, -3, -10, -2, 9, -3, -12, 0, 16, -4
Cc1cc2c(cc1C)NC1(C(=O)Nc3ccccc31)C1=C(CC(C)(C)CC1=O)N2 (stereo not given)
    -6, 3, 4, -6, 13, -13, -18, 12, -6, 2, 8
CCc1noc(C)c1C(=O)N1CCC(CCC(=O)Nc2cccc(OC)c2)CC1
    -14, -1, -7, 5, -6, 14, 5, 1, -6, -4, -8
Cc1cc(C)nc(N2CCC(C(=O)NCc3ccccc3F)CC2)n1
    7, 10, 4, 1, 2, 9, 18, 7, -8, 4, -10
Cc1cccc(C(=O)N/N=C2/SCC(=O)N2Cc2ccccc2)c1
    -20, 2, 0, -7, 2, -6, -13, -16, -4, 16, 1
Cc1[nH]c(=S)[nH]c(=O)c1Cc1ccc(OCC(C)C)cc1
    -2, 0, -1, 6, 6, 25, 15, 8, -1, -3, -4
COC(=O)c1ccc(N/C(C)=C/C(=O)c2ccc(C)o2)cc1
    -12, 0, -4, -10, 4, -3, -6, -2, -10, -12, 9
NC(=Nc1ccc(N)cc1)C(N)=Nc1ccc(N)cc1
    1, -7, -16, 18, 20, 4, 3, 1, 4, 6, -3
O=C(Nc1ccccc1Oc1ccccc1)c1ccccc1F
    6, 0, -2, -10, 3, 14, 1, -1, 1, 17, -11
COc1ccc(-c2nnc(SCC(=O)NNC(=O)Cc3ccccc3)n2C)cc1OC
    -7, 7, -5, -1, 3, 9, 12, -1, 12, 14, 4
COc1ccccc1CCC(=O)Nc1cccc(S(=O)(=O)N2CCOCC2)c1
    4, -5, 0, 14, -13, 4, -4, 18, 5, 15, -4
Nc1ccc(Nc2ccncc2[N+](=O)[O-])cc1
    16, 0, -1, 3, 13, 14, 10, -9, -1, 52, 3
COc1ccc(C(=O)OCC(=O)NC(=O)Nc2ccccc2F)c(OC)c1
    0, 2, 8, 6, -45, 19, -1, 5, -6, 11, 0
O=C(NCc1ccc2c(c1)OCO2)C1CCN(S(=O)(=O)c2cccs2)CC1
    -2, 5, -4, 9, 10, 2, -5, 4, -3, -8, 11
CC(C)C(=O)Nc1ccc(C(=O)NNC(=S)NC(=O)c2ccccc2[N+](=O)[O-])cc1
    9, -1, -3, -17, 13, -7, 5, 8, -3, 0, 0
OC(CNCc1cccs1)c1ccccc1 (stereo not given)
    -10, 2, 5, /, 6, 1, -20, /, 2, -9, -13
COc1cn(-c2ccccc2)nc1C(=O)NCc1ccccc1
    18, 2, 13, -4, -8, 1, -27, 21, 4, -1, 1
Cc1nc2nc(-c3ccco3)nn2c(C)c1Cl
    -13, 4, 14, -3, 5, 13, -5, -2, -9, -14, 1
O=C(CN1C(=O)c2cccnc2Oc2ccc(Cl)cc21)Nc1ccc(F)cc1
    1, -1, -5, -27, 3, -5, 7, -4, -16, -9, 5
CC(=O)c1cccc(OC(=O)c2ccc3c(=O)n4c(nc3c2)CCC4)c1
    -4, -9, -10, /, -1, 5, 3, /, -2, -3, -1
CCC1CCCN1Cn1cnc2c([nH]c3ccc(Cl)cc32)c1=O (stereo not given)
    -27, 3, 5, -19, -35, 13, -19, -24, 8, 11, 6
CCn1c2ccccc2c2nn(C)c(=N)nc21
    -2, 1, -5, -4, -20, -6, -4, 5, -3, 13, 0
CCCC(=O)Nc1ccccc1-c1nnn(CC(=O)Nc2ccc(OC)cc2)n1
    7, -2, -5, 26, 0, 4, -11, 13, 8, 2, -9
CC(NC(=O)Cc1ccsc1)c1ccc(S(N)(=O)=O)cc1 (stereo not given)
    -3, 2, -4, -25, -1, -5, -8, -4, 5, 2, -8
CCOC(=O)c1ccccc1NS(=O)(=O)c1ccc(OCC)cc1
    -4, 5, 3, 17, 18, 6, 2, -10, 4, 26, 2
Cc1ccc(OCCN2C(=O)c3ccccc3C2=O)c(C)c1
    -11, 1, -8, -11, -16, -2, -43, -12, 4, -14, 2
CCCCOc1ccc(CSc2n[nH]c(C)n2)cc1
    -63, -1, -2, -8, -1, -71, -22, -28, 5, -60, -3
O=C(O)c1cccc(Nc2ccnc(Nc3cccc(C(=O)O)c3)n2)c1
    -28, -4, 1, -10, -12, -48, -75, 8, 1, -12, -8

Next part
The line under a structure holds: SRC1 inh, Exocytosis inh, ABHD5-PLIN5 inh, SRC2 inh, TWEAK Fn14 block, NCOA3 inh, TROY NFkB inh, COUP-TFII inh, TLR9-MyD88 inh, LRH-1 inv ag, NOD2 RIPK2 PPI
COC(=O)c1sccc1NC(=O)C1CC=CCC1C(=O)O (stereo not given)
    -30, 11, -5, -12, -12, 4, -4, 4, -4, 1, -6
CCOC(=O)C(NCc1ccccc1)(NC(=O)c1ccccc1)C(F)(F)F (stereo not given)
    9, 0, -3, 12, -15, -8, -2, 19, 9, -16, -6
COc1ccc(CCNC(=O)C2CC(=O)N(C3CCCCC3)C2)cc1OC (stereo not given)
    -21, 1, 0, 5, 2, -27, 9, 4, -14, 4, -6
CCOc1ccc(C(=O)Nc2ccc(N3CCN(S(C)(=O)=O)CC3)cc2)cc1[N+](=O)[O-]
    4, -2, 4, 4, -5, 3, 5, -4, -20, 11, -6
CC1=CC(=O)C=CC1=Nc1ccc(N(C)C)cc1
    5, 84*, 86*, 4, 67*, 2, 9, 5, /, 15, -11
COc1ccc(/C=C/C(=O)OCC(=O)NCC2CCCO2)cc1 (stereo not given)
    -2, -2, 7, -25, 13, 2, 13, -3, 0, 2, -7
C#CCNC(=O)c1cc2sccc2n1C
    -23, 1, -2, 2, -7, -10, 6, 7, -3, -2, -4
S=C(Nc1ccccc1)N1CCN(Cc2ccccc2)CC1
    -78, -3, -2, -16, 5, 15, -4, 17, -7, 3, 0
COC(=O)Cc1c(O)ccn(CCc2c[nH]c3ccc(OC)cc23)c1=O
    -13, -3, 0, -17, 3, 20, 9, -5, 5, 14, -4

Screening results as filed in PubChem.

Some of the compounds tested. The share of hits here may be higher or lower than overall.
